Screening results deposited in PubChem by National Center for Advancing Translational Sciences (NCATS).
Abeta yeast res: restores growth of yeast expressing A-beta42 peptide; hit rate 0.063% among 410,000; yeast expressing A-beta42, growth rescue, OD600, 48 h; response scale: 0% DMSO, 100% iron-clioquinol control; AID 1347071; Potency, µM (series often up to 46.1 µM), for the others: at the top dose growth rescue, actives largely listed as activators; also: potency is read from the fitted curve at half-maximal effect; nearly all actives have a fitted effect of over 55% in size
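Yeast growth medium received pinned compounds, then yeast cells expressing toxic A-beta were added; plates incubated at 30 C for 48 hr. Growth read as absorbance at 600 nm, normalized to DMSO and equimolar FeCl3 plus clioquinol controls.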
MmCpn inh: inhibitors of Methanococcus maripaludis chaperonin (MmCpn); hit rate 0.031% among 330,000; purified Mm-Cpn ATPase, ADP Transcreener TR-FRET; Potency, µM (top dose mostly 76.9 µM), for inactives: at the highest dose activity, negative = inhibition, usual class: inhibitors; also: potency is read from the fitted curve at half-maximal effect; % is scaled to controls: 0 for no effect and ±100 for the full control effect; nearly all actives have a fitted effect of over 80% in size
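Eu-cryptate anti-ADP/ADP-d2 competition gives a ratio inversely related to ADP. Enzyme at 25 nM was pre-exposed to compound for 10 min, then given 10 uM ATP for 30 min, 37°C throughout.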
pAkt inh: inhibitors of Akt phosphorylation; Neuro2A IGF-stimulated pAkt S473 HTRF, 20 min; stronger effect = lower value; activity change, % for hits at 50 µM; hit rate 0.32% among 360,000; AID 651550; in the data active = activity change below about -80%; inconclusive = mostly about -51% to -80%; also: % is scaled to controls: 0 for no effect and ±100 for the full control effect
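Neuro2A cells (4,500/well, DMEM with 0.5% FBS) were treated with compound at a single 50 µM final concentration, stimulated with 6 nM IGF for 20 min at 37 °C, and lysed. Phospho-Akt Ser473 was read by HTRF as 665/615 ratio ×10^4.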
Nrf2 activator: Nrf2 pathway activation; Potency, µM (highest dose often 46.1 µM), inactives show at the top dose activation, actives largely listed as activators; AID 624171; hit rate 0.31% among 410,000; AREc32 ARE-luciferase reporter (MCF7-derived line), luminescence, 24 h; also: potency is read from the fitted curve at half-maximal effect; % of control where 0% means no effect; nearly all actives have a fitted effect of over 65% in size
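AREc32 cells carrying an ARE-driven firefly luciferase, 1000 cells/well in OPTI-MEM with 5% FBS, dosed after overnight attachment and incubated 24 hr at 37 deg C. Steady-Glo luminescence read after 30 min at RT.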
A549 viability: A549 cytotoxicity, counter-screen for Nrf2 inhibitors; Potency, µM (series often up to 46 µM), without a hit: at the top dose activity change, negative = cytotoxicity, actives largely listed as inhibitors; hit rate 0.16% among 390,000; A549 ARE-Fluc cells, CellTiter-Fluor viability, 18-24 h; AID 504648; also: potency is read from the fitted curve at half-maximal effect; % is scaled to controls: 0 for no effect and ±100 for the full control effect
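Cytotoxicity counterscreen: CellTiter-Fluor fluorescence was measured in A549 ARE_Fluc cells after 18-24 h of compound exposure in a concentration series. The subsequent BugLite luminescent read reports ARE-luciferase activity.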
CCT modulator: cytosolic chaperonin activity modulation; purified chaperonin ATPase assay, HTRF ADP detection, 30 min; activity change, % (test concentration not listed), hits read low; hit rate 0.3% among 360,000; AID 651819; in the data active = activity change below about -30%; also: % is scaled to controls: 0 for no effect and ±100 for the full control effect
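We incubate TRiC, 40 or 20 nM final, with library compounds at 76 uM and 10 uM ATP for 30 min at 37 °C. ADP formed is detected with Transcreener HTRF reagents after 30 min at room temperature.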
Nrf2 block: inhibitors of Nrf2 signaling. A549 ARE-Fluc reporter, luciferase luminescence, 18-24 h. AID 504444. hit rate 2.1% among 360,000. Potency, µM (highest dose often 46 µM), for the others: at the highest dose activity change, negative = inhibition, actives largely listed as inhibitors; also: potency is read from the fitted curve at half-maximal effect; % is scaled to controls: 0 for no effect and ±100 for the full control effect; nearly all actives have a fitted effect of over 60% in size
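In this cell-based qHTS, ARE-driven firefly luciferase in A549 cells reports Nrf2 activity; the luminescent signal after BugLite lysis is the measured value, with a prior CellTiter-Fluor read for cell health.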
HepG2 tox: HepG2 cytotoxicity, counter-screen for TGF-b inhibitors; HepG2 CAGA-GFP viability, ATP luminescence, 18 h; Potency, µM (doses to about 46.1 µM), without a hit: top-dose activity change, negative = cytotoxicity, hits mostly cytotoxic; hit rate 0.76% among 410,000; also: potency is read from the fitted curve at half-maximal effect; some results filed as inactive show a strong effect at the top dose
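CellTiter-Glo luminescence gave cytotoxicity after 18 hours at 37 degrees C. The cells were HepG2 CAGA-GFP in 1% FBS DMEM, stimulated with 500 pg/mL TGF-beta after compound addition. %Activity was normalised to no-cell wells (complete cell-killing) and DMSO (no toxicity), and curves were fitted and classified.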
TGFb SMAD3 inh: inhibitors of TGF-b signaling. AID 588855. HepG2 CAGA-GFP TGF-b/SMAD3 reporter, GFP fluorescence, 18 h; TGF-beta stimulated, 500 pg/mL final. Potency, µM (series often up to 46.1 µM), for inactives: at the top dose activity, negative = inhibition, hits mostly inhibitors. hit rate 1.2% among 410,000; also: potency is read from the fitted curve at half-maximal effect; % is scaled to controls: 0 for no effect and ±100 for the full control effect; nearly all actives have a fitted effect of over 65% in size
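Read-out: total well GFP (ex488/em500-530) summed from mean per-cell fluorescence. Cells: HEPG2 CAGA-GFP, 1% FBS DMEM, 18 h at 37 degrees C with 500 pg/mL final TGF-beta. Unstimulated wells served as the full-inhibition control; stimulated DMSO wells = 0%.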
The depositor's hits bear a star; i = inactive; ? = inconclusive; . = no result given; [ ] = another dose, or the depositor's remark. Unless noted, calls follow the shape of the dose curve; as a rule, active = well fitted curve in the direction sought with a large enough effect; inconclusive = small, poorly fitted or top-dose-only effect, or another doubt; inactive = no such curve, though single readings can be large; an effect the other way counts as inactive or inconclusive.

SMILES	Abeta yeast res	MmCpn inh	pAkt inh	Nrf2 activator	A549 viability	CCT modulator	Nrf2 block	HepG2 tox	TGFb SMAD3 inh
Cc1nn(Cc2ccc(F)cc2)c(C)c1NC(=O)c1cc(-c2ccc3c(c2)OCO3)on1	20%	1%	i	0.1%	1%	-0.2	-27%	-13%	18%
Cc1ccc(S(=O)(=O)NC2=NCN(C3CCN(Cc4ccccc4)CC3)CN2)cc1	-2%	-12%	i	-0.5%	-3%	-1.9	-44%	-6%	-14%
CC1CCCN(CC(=O)NC(=O)NC2CCCCC2)C1 (stereo unspecified)	-8%	-8%	i	-0.7%	2%	-1.8	0%	-7%	0%
COCCCNC(=O)C1CCC(CNS(=O)(=O)c2ccc3c(c2)CC(C)N3C(=O)C2CC2)CC1 (stereo unspecified)	-1%	1%	i	-0.4%	5%	2.1	0%	1%	7%
Cc1ccc(N(CN2CCCC2=O)C(=O)c2ccc(OC(C)C)cc2)cc1	7%	-3%	i	3.0%	.	0.4	-18%	-3%	-9%
N#C/C(=C\c1c(Cl)cccc1Cl)c1nn(-c2ccccc2)c(-n2cccc2)c1C#N	-13%	0%	i	6.0%	6%	1.1	-3%	-23%	2%
Cc1ccc(C(=O)Nc2ccc(N3CCOCC3)nc2)cc1	19%	1%	i	2.4%	-1%	1.0	7%	-14%	8%
COC(=O)CNC(=O)CN1C(=O)N(c2ccc(Cl)cc2)C(N(O)C(=O)Nc2ccc(Cl)cc2)C1(C)C (stereo unspecified)	4%	2%	i	0.2%	-4%	-0.8	.	11%	1%
COc1cccc(C(=O)NNC(=O)c2ccccc2-n2cccc2)c1	-15%	1%	i	-0.2%	2%	1.3	3%	0%	0%
CCOc1ccccc1N1CCN(Cc2cn[nH]c2-c2ccc(F)cc2)CC1	-1%	0%	i	1.5%	-9%	0.6	-4%	-12%	-17%
COc1ccccc1N1CCN(/N=C\c2ccc(C)o2)CC1	4%	3%	i	0.3%	-2%	-1.9	21%	-16%	-7%
O=C(Cn1c(=O)oc2ccccc21)Nc1ccccc1C(F)(F)F	15%	0%	i	0.3%	-3%	2.2	1%	-3%	3%
COc1ccc(/C=C/c2nc(C#N)c(N3CCCCCC3)o2)cc1OC	5%	.	.	0.5%	-21%	.	?	-39%	-34%
CN(CC(=O)Nc1cccc(F)c1)C(=O)C1=COCCO1	-9%	-1%	i	0.1%	-1%	-1.8	0%	3%	11%
COc1ccccc1NC(=O)CN(C)S(=O)(=O)c1ccc2c(c1)CCC(=O)N2	-5%	3%	i	0.4%	5%	0.7	-7%	-1%	13%

Whole records from above. Order of screens: Abeta yeast res | MmCpn inh | pAkt inh | Nrf2 activator | A549 viability | CCT modulator | Nrf2 block | HepG2 tox | TGFb SMAD3 inh
Cc1ccc(C(=O)Nc2ccc(N3CCOCC3)nc2)cc1 reads 19% | 1% | i | 2.4% | -1% | 1.0 | 7% | -14% | 8%
CN(CC(=O)Nc1cccc(F)c1)C(=O)C1=COCCO1 reads -9% | -1% | i | 0.1% | -1% | -1.8 | 0% | 3% | 11%
COCCCNC(=O)C1CCC(CNS(=O)(=O)c2ccc3c(c2)CC(C)N3C(=O)C2CC2)CC1 (stereo unspecified) reads -1% | 1% | i | -0.4% | 5% | 2.1 | 0% | 1% | 7%

New compounds follow
SMILES	Abeta yeast res	MmCpn inh	pAkt inh	Nrf2 activator	A549 viability	CCT modulator	Nrf2 block	HepG2 tox	TGFb SMAD3 inh
COc1ccc(S(=O)(=O)N(CCc2ccccc2)CC(=O)NCc2ccccc2)cc1	-1%	.	.	3.0%	-7%	.	7%	2%	-13%
CC(C)(C)c1ccc(C(=O)Nc2ccc3c(c2)CCCN3C(=O)c2cccs2)cc1	-9%	.	.	0.1%	-3%	.	.	-45%	30%
CCCCOCCCNC(=O)CC(C)c1ccccc1 (stereo unspecified)	30%	-2%	i	-0.3%	4%	-25	-15%	0%	-11%
C/C(CCc1ccccc1)=N/NC(=O)C(=O)NCc1ccccc1	-1%	2%	i	-0.7%	-3%	-0.6	?	0%	10%
O=C(NCc1cccc(Cl)c1)C1CCCO1 (stereo unspecified)	8%	0%	i	0.6%	-9%	2.3	-7%	6%	16%
COC(CNC(=O)c1coc2nc3ccccc3nc12)OC	-2%	-3%	i	8.0%	4%	-0.2	13%	-14%	25%
Cn1cc(SCC(=O)Nc2ccc3c(c2)OCO3)c2ccccc21	-3%	-2%	i	0.8%	3%	1.6	4%	-21%	1%
O=C(NCCCn1cccn1)C1CCC(=O)N(Cc2ccccc2F)C1 (stereo unspecified)	2%	0%	i	-0.3%	-2%	0.3	10%	1%	1%
O=C(c1cc2ccccc2o1)N1CCN(CCOc2ccccc2)CC1	7%	0%	i	-0.5%	0%	1.4	-23%	-20%	-25%
O=C(CSc1nc(=O)[nH]c2c1CCC2)NCc1ccccc1	-8%	.	.	-0.5%	-13%	.	.	-5%	0%
Fc1ccc(CSc2nnc(CN3CCOCC3)n2-c2ccccc2)c(Cl)c1	2%	-2%	i	2.3%	-13%	0.3	-19%	-17%	1%
COc1ccc(OC)c(NC(=O)C2CCCN(S(C)(=O)=O)C2)c1 (stereo unspecified)	5%	-1%	i	-0.4%	-2%	-0.9	6%	-3%	0%
CCCC1=Nc2cc(C(=O)NCCCOC(C)C)ccc2Sc2ccccc21	7%	1%	i	0.1%	?	-5.1	8.2µM*	5%	-29%
Cc1ccc(C(=O)NNc2ncnc3ccccc23)cc1	-12%	-2%	i	2.5%	0%	-1.8	10%	-28%	-17%
COc1cccc(CNC(=O)[C@@H]2CCCN2C(=O)[C@@H]2CCCN2C(=O)c2ccc(Cl)cc2)c1	-14%	.	i	-0.6%	.	1.5	.	.	.

Marked active in Nrf2 block (from the list above):
Structure	MmCpn inh	pAkt inh	Nrf2 activator	CCT modulator	Nrf2 block	TGFb SMAD3 inh
CCCC1=Nc2cc(C(=O)NCCCOC(C)C)ccc2Sc2ccccc21	1%	i	0.1%	-5.1	8.2µM*	-29%

Results in Nrf2 block, Nrf2 activator and TGFb SMAD3 inh, for three of the compounds above:
SMILES	Nrf2 block	Nrf2 activator	TGFb SMAD3 inh
COc1ccc(/C=C/c2nc(C#N)c(N3CCCCCC3)o2)cc1OC	?	0.5%	-34%
Cn1cc(SCC(=O)Nc2ccc3c(c2)OCO3)c2ccccc21	4%	0.8%	1%
COc1ccc(S(=O)(=O)N(CCc2ccccc2)CC(=O)NCc2ccccc2)cc1	7%	3.0%	-13%

(next part)
SMILES	Abeta yeast res	MmCpn inh	pAkt inh	Nrf2 activator	A549 viability	CCT modulator	Nrf2 block	HepG2 tox	TGFb SMAD3 inh
C#Cc1ccc(NC(=O)C2(C)CCN2C(=O)C/C=C/c2ccccc2)cc1 (stereo unspecified)	7%	.	i	-1.1%[9.22 µM]	.	2.6	.	-18%	-1%
Cc1ccc(C)c(NC(=S)NNC(=O)c2ccc(Br)o2)c1	6%	3%	i	0.1%	3%	-1.1	-29%	-5%	1%
FC(F)Sc1ccc(NC(=S)N2CCN(c3ccccn3)CC2)cc1	-18%	-3%	i	2.3%	-13%	-2.7	?	-26%	-32%
Cc1cccc(C)c1N1C(=O)CC(N(O)c2ccccc2)C1=O (stereo unspecified)	5%	1%	i	2.5%	-4%	-4.4	-23%	-22%	4%
Cc1ccc(NC(=S)N(CCCN2CCN(C)CC2)Cc2cccs2)cc1	11%	-4%	i	-0.6%	-6%	0.7	1%	11%	7%
Cc1ccc(C)n1-c1c(C(=O)NCCC(C)C)sc2ncccc12	-27%	.	.	11%	-5%	.	.	-13%	?
CC[C@]1(C(=O)OC)[C@H]2C(=O)N(Cc3ccccc3)C(=O)[C@H]2[C@H]2CN=C(SCc3ccccc3)N21	4%	0%	i	3.8%	-17%	-2.6	?	-32%	-13%
c1ccc(C[n+]2c(-c3ccccc3)csc2Nc2ccccc2)cc1	-6%	-1%	i	0.8%	-5%	-1.7	-17%	0%	?
Cn1cc(CN2CCC(C(O)c3cccs3)CC2)c(-c2ccccc2F)n1 (stereo unspecified)	-5%	1%	i	-0.7%	?	-0.6	6%	15%	19%
CC(=O)O/N=C(/C)c1ncc(C(F)(F)F)cc1N1CCOCC1	10%	-1%	i	0.0%	2%	-2.2	-4%	1%	14%
COC(=O)c1ccc(C)c(NC(=O)C2CC(=O)N(C3CCCC(C)C3C)C2)c1 (stereo unspecified)	-17%	0%	i	0.0%	-3%	0.0	-30%	-22%	-11%
CCC(O)C1CCN(C(=O)c2ccc(OC3CCN(Cc4ccccn4)CC3)cc2)CC1 (stereo unspecified)	-11%	1%	i	-0.7%	-5%	0.0	10%	-1%	-14%
CN(Cc1ccccc1F)C(=O)C(Cc1ccccc1)NC(=O)c1ccccc1 (stereo unspecified)	18%	1%	i	2.0%	2%	4.0	-11%	0%	-8%
O=C(CN1CCC(Cc2ccccc2)CC1)NC(=O)NCc1ccco1	11%	0%	i	1.9%	1%	-2.9	-13%	-15%	-12%
Cc1cc(=O)n2c(-c3ccc(Cl)cc3)csc2n1	-24%	1%	i	0.3%	-12%	-2.3	?	12%	-4%
COCCCn1c(SCC(=O)OC2CCCCC2)nnc1-c1cccs1	-12%	-1%	.	1.0%	4%	0.7	.	-12%	12%
Oc1ccc(Br)cc1C1C=C(c2ccc3c(c2)OCO3)NC(c2ccc(Br)cc2)N1 (stereo unspecified)	.	.	.	.	0%	.	6%	-57%	?
CCOc1cc(C(=O)N=c2sccn2C)cc(Br)c1OC	-31%[inhibitor]	1%	i	3.9%	5%	-1.6	-12%	-8%	-2%
